Assay outcomes as filed in PubChem BioAssay.
M1 PAM: human CHRM1 positive allosteric modulation | CHO-K1 hM1, Fluo-8 calcium fluorescence, ACh EC20; 0% = ACh EC20, 100% = maximal ACh | activation, % at 3 µM | 360,000 compounds, 0.088% hits; in the data active = activation above about 19%, passing the limit was not always enough
M1 antag: human CHRM1 antagonism | P11229 | CHO-K1 hM1, Fluo-8 calcium fluorescence, ACh EC80 antagonist | inhibition, % at 3 µM | 360,000 compounds, 1.3% hits;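 active = percent inhibition above its own plate's cutoff, namely the mean of that plate's compound wells plus 3 SD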;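 also: peak over basal fluorescence ratio during 140 s after agonist addition; 0% = ACh EC80 plus DMSO and 100% = DMSO alone without agonist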
M4 antag: antagonists of human muscarinic M4 receptor (CHRM4). CHO-hM4 cells, ACh EC80, Fluo-8 calcium fluorescence. P08173. inhibition, % at 3 µM. 360,000 compounds, 0.73% hits;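 active = inhibition above its plate's cutoff, the mean inhibition of sample wells plus 3 SD, cut at about 27% in these data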;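 also: 0% = acetylcholine EC80 with DMSO and 100% = DMSO without agonist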
Target sequence (P08173 whole entry, looked up): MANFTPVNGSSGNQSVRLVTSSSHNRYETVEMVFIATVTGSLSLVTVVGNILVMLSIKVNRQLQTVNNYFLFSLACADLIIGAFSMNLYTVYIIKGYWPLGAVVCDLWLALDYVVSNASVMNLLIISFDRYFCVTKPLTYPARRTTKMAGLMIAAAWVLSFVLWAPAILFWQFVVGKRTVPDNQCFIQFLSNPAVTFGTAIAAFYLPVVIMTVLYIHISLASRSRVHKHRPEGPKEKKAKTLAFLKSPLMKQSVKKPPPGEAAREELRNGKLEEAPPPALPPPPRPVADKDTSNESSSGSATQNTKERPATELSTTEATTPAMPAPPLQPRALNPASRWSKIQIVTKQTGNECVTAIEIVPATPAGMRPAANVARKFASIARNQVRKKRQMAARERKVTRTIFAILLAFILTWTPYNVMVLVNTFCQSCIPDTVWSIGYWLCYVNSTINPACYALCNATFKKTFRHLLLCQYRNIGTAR
CHO-K1 Ca antag: M1 antagonist counterscreen hit in parental CHO-K1 cells; ATP-induced calcium, Fluo-8 fluorescence; inhibition, % at 3 µM; 360,000 compounds, 0.6% hits; AID 602250;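 active = inhibition above a per-plate cutoff, the plate's mean sample inhibition plus 3 SD, cut at about 24% in these data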;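 also: 0% = DMSO plus EC80 ATP and 100% = DMSO alone without ATP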
CHRM1 agonist: agonists of human M1 muscarinic receptor; activation, % at 3 µM; P11229; AID 588814; CHO-K1 hM1, Fluo-8 calcium fluorescence, agonist mode; 0% DMSO, 100% acetylcholine EC100; 360,000 compounds, 0.33% hits;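 active = activation above the run's mean compound activation plus 3 SD, cut at about 16% in these data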;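 also: peak over basal fluorescence ratio within a 140 s kinetic read after compound addition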
CHO parental Ca: counter-screen: ATP calcium response change in parental CHO cells. parental CHO-K1, ATP-induced calcium, Fluo-8 fluorescence. inhibition, % at 5.6 µM. 330,000 compounds, 0.63% hits. AID 463079;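 active = inhibition above that plate's mean sample inhibition plus 3 SD, cut at about 26% in these data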;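 also: 0% = ATP-challenged DMSO wells and 100% = DMSO wells without ATP; some compounds past the cut are filed as inactive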
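Assay system: parental CHO cells; Read-out basis: percent inhibition of ATP-evoked calcium rise, normalized to controls; Benchmarks: ATP and no-ATP DMSO wells; Compound dosing: single nominal dose of 5.6 µM per compound; Signal: Fluo-8 calcium dye fluorescence; Also added: ATP as calcium-mobilizing challenge; Repeats: singlicate.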
OXTR potentiator: potentiates the human oxytocin receptor response; AID 2445; 320,000 compounds, 0.061% hits; CHO-OTR cells, Fluo-8 calcium fluorescence, potentiator mode; 0% = oxytocin EC15, 100% = EC100; P30559; activation, % at 3 µM;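 active = activation above that plate's cutoff, the mean activation of tested compounds plus 3 SD, cut at about 6.6% in these data, passing the limit was not always enough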;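 also: 100% uses oxytocin at 75 nM as the full agonist control; some results filed as inactive read as strong as hits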
Target sequence (P30559 whole entry, looked up): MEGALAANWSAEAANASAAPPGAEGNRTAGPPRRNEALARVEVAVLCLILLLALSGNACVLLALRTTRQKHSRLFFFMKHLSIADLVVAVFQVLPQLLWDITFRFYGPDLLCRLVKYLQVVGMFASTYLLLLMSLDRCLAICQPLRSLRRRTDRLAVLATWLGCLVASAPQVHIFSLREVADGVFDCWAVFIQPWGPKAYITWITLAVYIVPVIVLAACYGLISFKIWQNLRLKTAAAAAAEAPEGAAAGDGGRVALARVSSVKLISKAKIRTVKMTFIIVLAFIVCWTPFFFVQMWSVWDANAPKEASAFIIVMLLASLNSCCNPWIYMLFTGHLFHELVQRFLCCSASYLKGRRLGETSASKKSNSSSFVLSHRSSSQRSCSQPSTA
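Replication – single well per compound, singlicate · Assay system – CHO cell line stably expressing human OTR · Timing – 6 min pre-incubation, 100 s read · Measure – normalized max/min fluorescence ratio, % activation · Doses – 3.0 µM, one dose · Detection – Fluo-8 calcium dye fluorescence · Probe or stimulus – oxytocin near EC15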
M1 ag parental: counter-screen for M1 agonists: effect in parental CHO-K1 cells | Fluo-8 calcium fluorescence; scaled to maximal ATP response, vehicle zero | activation, % at 3 µM | 360,000 compounds, 0.48% hits | AID 602248; in the data active = activation above about 15%;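 also: untransfected CHO-K1 host cells lacking M1 receptor as counterscreen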
M4 ag: agonists of human muscarinic M4 receptor (CHRM4); activation, % at 3 µM; P08173; CHO-K1 hM4/Gqi5, Fluo-8 calcium fluorescence; vehicle 0%, full acetylcholine response 100%; 360,000 compounds, 0.14% hits;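 active = activation above the run mean over all test wells plus 3 SD, cut at about 32% in these data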;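 also: peak over basal fluorescence ratio per well then scaled between controls; 0% = DMSO wells and 100% = acetylcholine at EC100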
Starred values were filed as active, the others as inactive; . = not tested or not shown.

Structure	M1 PAM	M1 antag	M4 antag	CHO-K1 Ca antag	CHRM1 agonist	CHO parental Ca	OXTR potentiator	M1 ag parental	M4 ag
COc1ccc(CN2CCNC(=O)C2CC(=O)N(C)Cc2ccno2)c(F)c1 (stereo not given)	15	-17	-13	-6	1	13	-1	0.2	1
COCCn1c(SCC(=O)NC2CC2)nnc1-c1ccco1	1	-2	-4	-8	-1	1	-2	0.5	1
O=C(c1ccccc1Br)N(Cc1ccccc1)c1ccccc1	11	-8	-1	-8	-7	-30	0	-1.2	0
CC(C(=O)Nc1ccccc1)N1CCN(c2ccccn2)CC1 (stereo not given)	9	-12	-13	-5	-6	-11	-3	1.4	0
CSc1nc(C)cc(SCC(=O)Nc2ccccc2)n1	-1	5	-3	4	-4	-16	0	0.8	0
CCSc1nnc(NC(=O)c2csc(C)c2)s1	4	2	-10	-16	-1	-9	-5	0.5	1
CN(CCc1ccccc1)C(=O)c1ccc(NC(=O)Cc2ccc(NC(=O)C3CCN(S(=O)(=O)c4cccc([N+](=O)[O-])c4)CC3)cc2)cc1	-8	14	1	3	-2	.	.	-0.1	1
CCCOC(=O)c1ccc(-n2nnnc2SCC(=O)N2CCCCC2)cc1	-3	11	-4	1	-3	-14	-8	1.5	3
CC(C)(C)OC(=O)NCCCCCNC(=O)c1[nH]cnc1C(=O)N[C@@H](Cc1ccccc1)C(=O)OCc1ccccc1	-11	18	25	5	-3	47*	-8	1.2	7
Cc1cccc(C(=O)Nc2ccccc2-c2nnn(CC(=O)Nc3ccc4c(c3)OCCO4)n2)c1	3	-3	7	-8	-4	-11	-10	0.4	1

More structures:
Structure	M1 PAM	M1 antag	M4 antag	CHO-K1 Ca antag	CHRM1 agonist	CHO parental Ca	OXTR potentiator	M1 ag parental	M4 ag
O=P(OC1CCCCC1)(OC1CCCCC1)C(O)c1cccnc1 (stereo not given)	-1	-7	-11	0	-6	-16	-7	0.4	1
CCOc1ccccc1NC(=O)CSc1nc(=O)n(CCCN2CCOCC2)c2c1CCC2	4	-8	-10	1	-8	-20	-14	0.1	2
NNC(=O)c1cc2c(N3CCC(Cc4ccccc4)CC3)ncnc2s1	-1	10	-9	5	0	17	-10	4.5	4
O=C(CSc1nccn1-c1ccc(Cl)cc1)NCc1ccc2c(c1)OCO2	9	-10	-5	5	-3	-10	-5	0.4	3
CCOC(=O)c1ccc(S(=O)(=O)N2CCN(CCC#N)CC2)cc1	6	-11	-10	-7	-4	-1	-9	1.4	1
COc1ccc(Cc2c(O)nc(SCC(=O)N3CCCCCC3)[nH]c2=O)cc1	4	-11	-4	-15	-1	3	-3	-0.1	1
O=C(Nc1cccc2ccccc12)ON=C1CCCCC1	3	-8	-7	-12	-2	.	.	0.4	2
O=C(c1ccc(NS(=O)(=O)c2ccc3[nH]c(=O)[nH]c3c2)cc1)N1CCN(c2ccccc2)CC1	3	-6	-5	-5	-3	1	-6	2.9	4
COc1ccc(C2CCCN2C(=O)c2cccs2)cc1 (stereo not given)	-3	8	7	19	-2	-15	-11	-0.3	-1
Nc1cc(-c2ccc(Br)cc2)[nH]n1	8	-9	-4	-1	-5	-5	-2	0.0	1

Next section, overlapping the part above by four compounds.
Structure	M1 PAM	M1 antag	M4 antag	CHO-K1 Ca antag	CHRM1 agonist	CHO parental Ca	OXTR potentiator	M1 ag parental	M4 ag
O=C(Nc1cccc2ccccc12)ON=C1CCCCC1	3	-8	-7	-12	-2	.	.	0.4	2
O=C(c1ccc(NS(=O)(=O)c2ccc3[nH]c(=O)[nH]c3c2)cc1)N1CCN(c2ccccc2)CC1	3	-6	-5	-5	-3	1	-6	2.9	4
COc1ccc(C2CCCN2C(=O)c2cccs2)cc1 (stereo not given)	-3	8	7	19	-2	-15	-11	-0.3	-1
Nc1cc(-c2ccc(Br)cc2)[nH]n1	8	-9	-4	-1	-5	-5	-2	0.0	1
COc1ccc(N2CCN(CC(O)COc3ccc([N+](=O)[O-])cc3)CC2)cc1 (stereo not given)	-6	4	9	9	-12	-14	-5	1.4	4
COc1cccc(C(=O)N2CCN(Cc3cccc(F)c3)CC2)c1	-2	0	8	12	-6	-21	-1	-0.1	1
CCOC(=O)c1cccc(NC(=O)CSc2nnc(CNc3ccc(C)cc3)n2CC)c1	7	-1	-7	-20	1	-21	-10	0.0	1
COc1ccc(-c2onc3ccc(Br)cc23)cc1	-5	7	8	11	-5	4	-6	0.5	0
C=CCOC(=O)C(C#N)c1nc2ccccc2nc1N1CCCC1 (stereo not given)	3	-32	6	-10	-5	-32	-3	0.7	1
O=C(O)c1ccc(/C=N/NC(=S)NCc2ccccc2)cc1	9	-10	0	-6	-1	-5	-3	-0.1	0
CCCCCCNC(=O)O[C@H]1C[C@H](C(=O)OC)[C@H](C(=O)OC)C2CN(S(=O)(=O)c3ccc(C)cc3)C[C@@]21O (stereo not given in full)	3	-15	-20	-2	-10	.	.	1.2	5
COC(=O)/C(=C/c1ccco1)NC(=O)c1ccco1	1	3	-1	2	-4	-5	0	0.4	0
C=CCOc1ccc(/C=C/C(=O)OCC(=O)NCCCc2ccccc2)cc1	5	-17	-10	-9	1	-15	-13	0.0	2
Cc1ccc(S(=O)(=O)C(C)C(=O)NCCS(=O)(=O)c2ccc(Cl)cc2)cc1 (stereo not given)	-1	-4	-6	4	-6	-12	-15	-0.1	1

Additional results follow.
Structure	M1 PAM	M1 antag	M4 antag	CHO-K1 Ca antag	CHRM1 agonist	CHO parental Ca	OXTR potentiator	M1 ag parental	M4 ag
COC(=O)c1cc(NC(=O)CC2CCCC2)cc(C(=O)OC)c1	-1	5	11	5	-4	-9	1	-0.1	0
Cc1nc(-c2ccc(Cl)cc2)sc1C1(C)CC(c2ccc(Br)cc2)=NO1 (stereo not given)	2	-1	-3	-3	-6	-32	-7	0.6	0
Cn1c(=O)c2sccc2n2c(CCCC(=O)NCc3cccnc3)nnc12	8	3	-3	-9	-3	0	-11	1.1	1
O=C(N/C(=C/c1cccnc1)C(=O)N1CCOCC1)c1ccccc1Br	12	-11	-5	-3	-6	-2	-6	0.3	1
Cc1ccccc1-c1nc(CS(=O)(=O)CC(=O)N2CCc3ccccc3C2)c(C)o1	5	-13	-17	-12	-5	-17	-1	1.1	7
CCN(Cc1nc(-c2ccccc2)no1)C(=O)c1ccc2c(c1)OCO2	6	-1	3	8	-5	-13	-11	1.4	0
CCCCCc1ccc(-c2cn(CCc3c[nH]c4ccccc34)nn2)cc1	10	-3	-13	-12	-4	-4	-12	0.5	0
COC(=O)C1=C(C)N(CCCC(=O)O)C(=O)NC1c1ccc(-c2ccccc2)cc1 (stereo not given)	10	-1	4	-12	-4	-6	-4	0.8	0
Cc1ccc(-n2c(C)cc(/C=C(\C#N)C(=O)NCC3CCCO3)c2C)cc1 (stereo not given)	-3	-1	7	-13	-8	-13	-3	2.4	1
COc1cccc(-c2nc(CN3CCN(C(=O)c4ccco4)CC3)c(C)o2)c1OC	5	-7	-13	-9	-4	.	.	3.2	1

As a working copy, part of the list above.
Structure	M1 PAM	M1 antag	M4 antag	CHO-K1 Ca antag	CHRM1 agonist	CHO parental Ca	OXTR potentiator	M1 ag parental	M4 ag
Cc1ccc(-n2c(C)cc(/C=C(\C#N)C(=O)NCC3CCCO3)c2C)cc1 (stereo not given)	-3	-1	7	-13	-8	-13	-3	2.4	1
COc1cccc(-c2nc(CN3CCN(C(=O)c4ccco4)CC3)c(C)o2)c1OC	5	-7	-13	-9	-4	.	.	3.2	1

Continuation.
Structure	M1 PAM	M1 antag	M4 antag	CHO-K1 Ca antag	CHRM1 agonist	CHO parental Ca	OXTR potentiator	M1 ag parental	M4 ag
CCOc1ccc(NC(=S)N2CCCN(Cc3cc(C)ccc3C)C2)cc1	9	-18	-5	-9	-2	-14	-13	2.7	5
COc1ccc(-c2cc3ccccc3nc2N)cc1OC	2	-4	-5	7	0	-16	-20	8.7	10
Cc1cccc(/C=N/NC(=O)c2cccc(Cl)c2)n1	12	-19	11	-10	-1	-17	-2	-0.1	0
Cc1onc(-c2c(F)cccc2Cl)c1C(=O)NC1CCCCCC1	-4	3	12	-7	-13	-1	4	-0.9	-1
COc1cc(SC)ccc1C(=O)Nc1nc2ccccc2[nH]1	9	-18	-16	-1	-7	-7	0	2.2	7
CC(C)(C)c1ccc(CC(=O)N2CCC2(C)C(=O)Nc2cccc3cccnc23)cc1 (stereo not given)	10	-18	-12	-6	2	.	.	1.7	5
NS(=O)(=O)c1ccc(CCNC(=O)COC(=O)Cc2c(F)cccc2Cl)cc1	6	-1	-5	-6	-3	-1	-6	0.3	2
O=C(CCS(=O)(=O)c1ccccc1)Nc1ccc(N2CCOCC2)cc1	1	-1	-7	-12	-6	-20	-6	0.5	1
CC(=O)c1ccc(NCC(=O)N2CCN(S(=O)(=O)c3ccccc3)CC2)cc1	4	-2	-2	-15	-5	-13	-5	0.7	2
Cc1ccc(C(NC(=O)/C=C\c2ccc3c(c2)OCO3)C(=O)Nc2ccc3c(c2)OCO3)cc1 (stereo not given)	2	-3	-11	-10	-4	0	-11	0.2	0

The list goes on.
Structure	M1 PAM	M1 antag	M4 antag	CHO-K1 Ca antag	CHRM1 agonist	CHO parental Ca	OXTR potentiator	M1 ag parental	M4 ag
CC(C)NC(=O)COc1ccc(S(=O)(=O)N2CCCC2)cc1	5	-9	2	-12	-5	-6	1	0.6	1
O=C(NCc1ccc2c(c1)OCO2)C1CCCN(S(=O)(=O)c2cccs2)C1 (stereo not given)	3	-6	-11	-5	-4	-4	-6	0.8	4
COC(=O)c1sc(NC(=O)c2cccc([N+](=O)[O-])c2)c(C(N)=O)c1C	4	1	5	-6	-4	10	-5	0.1	0
CCCn1c(NCc2cccs2)nc2ccccc21	1	3	9	-1	-5	-9	-5	0.1	1
Cc1cccc(-n2nc(C(=O)c3ccco3)cc(-c3nc4ccccc4[nH]3)c2=N)c1	3	2	-5	-1	-10	-11	-12	1.4	6
Clc1ccc(C2CC(c3cccs3)n3ncnc3N2)c(Cl)c1 (stereo not given)	2	-6	17	11	-1	-21	-5	0.4	1
O=C(Nc1c2c(nn1-c1ccccc1)CS(=O)C2)c1ccc(S(=O)(=O)N2CCOCC2)cc1 (stereo not given)	1	-10	-5	-11	-4	-8	-1	-0.5	1

Compounds as they come (roughly 2.9% active in at least one column).
